Bioassay records deposited in PubChem BioAssay by The Scripps Research Institute Molecular Screening Center.
TTR transcr act: activators of transthyretin transcription. SH-SY5Y TTR promoter Gaussia luciferase, luminescence; 100% = recombinant luciferase protein wells. activation, % at 16.7 µM. actives 1.3% (n = 92,000). AID 1117267;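 active means activation above the mean of all tested compounds plus 3 SD, cut at about 9.5% in these data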;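 further: cells exposed to compounds for one day before reading; 0% = median of all test compound wells on the plate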
* marks the source's active call; other numbers are inactive results.

Compound,TTR transcr act
C[n+]1cccc(C(=O)Nc2ccccc2)c1,-2.5
COCCn1c(-c2ccccc2)nc2oc3cc(OC)ccc3c(=O)c2c1=O,-0.2
CC(C)CNC(=O)COc1cccc(C(=O)NCc2ccccc2)c1,7.4
COc1ccc(CNC(=O)CSc2nnnn2C)cc1OC,0.2
COc1cccc(-c2nc(CS(=O)(=O)CC(=O)NC3CCCC3)c(C)o2)c1,-2.0
C/C=N/NC(=O)c1cc(Br)ccc1O,-1.8
O=C(CCNC(=O)c1ccccc1)NNC(=O)c1ccc(F)cc1,3.2
CCOC(=O)N1CCC(NC(=O)c2cc(S(=O)(=O)N3CCC4(CC3)OCCO4)ccc2F)CC1,-2.0
Cc1ccc(S(=O)(=O)NCC(=O)N2CCCC2)cc1,0.5
CCOC(=O)c1oc2cc(O)c(CC)cc2c(=O)c1-c1ccc2c(c1)OCCO2,0.3
C/C(=N\NC(=O)c1cccnc1)c1ccc(-n2ccnc2)cc1,0.1
O=C(COc1ccc2c3c(c(=O)oc2c1)CCCC3)NCCCN1CCCC1=O,2.0

(more compounds)
Compound,TTR transcr act
COc1ccc(C2=Nc3ccccc3NC(=O)C2N(Cc2ccc(F)cc2)C(=O)c2ccco2)cc1 (stereo unspecified),-1.9
Cc1nc2ccccn2c1C(=O)NC1CCCc2ccccc21 (stereo unspecified),-1.7
COc1ccc(CC(=O)NNC(=O)CCc2ccccc2)cc1,0.1
O=C(NCC(=O)N(c1cccnc1)C(C(=O)NC1CCCC1)c1ccccc1)c1ccco1 (stereo unspecified),1.1
O=C1CSC(c2ccccc2F)N1 (stereo unspecified),-0.6
CCCC(NC(=O)c1c(C)noc1C)C12CC3CC(CC(C3)C1)C2 (stereo unspecified),0.7
Cc1noc(C)c1NC(=O)Nc1ccc2c(c1)C(=O)N([C@H](C)CO)C[C@H](C)[C@@H](CN(C)S(=O)(=O)c1ccc(Cl)cc1)OCCCC[C@@H](C)O2,1.0
CC(=O)c1ccc(S(=O)(=O)Oc2ccc(C(=O)O)cc2Cl)cc1,1.0
CC1(C)CC2=C(CO1)C(=S)NC(c1ccccc1)N2CC1CCCO1 (stereo unspecified),-0.9
COc1ccc(C2C3=C(CC(C)(C)CC3=O)Oc3ncn(CCO)c(=N)c32)cc1OC (stereo unspecified),0.6
COc1ccc(/C=N/NC(=O)Cn2nnc3ccccc32)cc1OC,1.4
COc1ccc(N2CC(NC(=O)NCCC(C)C)CC2=O)cc1 (stereo unspecified),-2.5

Overlap with the part before: two entries; new compounds follow.
Compound,TTR transcr act
COc1ccc(/C=N/NC(=O)Cn2nnc3ccccc32)cc1OC,1.4
COc1ccc(N2CC(NC(=O)NCCC(C)C)CC2=O)cc1 (stereo unspecified),-2.5
COC(=O)CCC(C)C1CCC2C3CCC4CC(O)CCC4(C)C3CC(O)C12C (stereo unspecified),-1.7
O=S(CCc1ccncc1)Cc1ccccc1 (stereo unspecified),-0.8
Cc1ccccc1CN(c1ccc(C(=O)NCCC2=CCCCC2)cc1)S(C)(=O)=O,-0.2
O=C(NCCCNC(=O)c1ccccn1)c1ccc(F)cc1,0.6
COc1cc(C(=O)NCc2ccc3c(c2)OCO3)ccc1OCc1c(C)noc1C,-0.5
CCOC(=O)c1ccc(CNCc2ccc(C)cc2)cc1,0.2
O=C(CSc1nc2ccccc2s1)Nc1cc(C(=O)O)cc(C(=O)O)c1,-1.2
C[C@H](CO)N1C[C@H](C)[C@@H](CN(C)Cc2ccc(C(=O)O)cc2)Oc2c(NS(=O)(=O)c3cn(C)cn3)cccc2C1=O,2.5
O=C(NCCc1ccccc1)OCc1cn(Cc2cccc(F)c2F)nn1,0.7
COc1ccc2cc3c(N)nn(C(=O)Cc4ccccc4OC)c3nc2c1,-0.1
CCOC(=O)C(=O)Nc1cc(Cl)ccc1C,-0.1
COc1ccc(S[C@@H](CCN2CC[C@H](NC(=O)OCc3ccccc3)CCC2=O)c2ccccc2)cc1,-1.1

(next part)
Compound,TTR transcr act
O=C(COc1ccc(S(=O)(=O)NC2CCCCC2)cc1)NC1CC1,-0.9
Nc1ccc(CCc2ccc(N)cc2)cc1,-0.1
O=c1[nH]c(/C(=N\O)c2ccccc2)no1,-0.4
CCCCCCCCN1C(=O)N(Cc2ccc(OC)cc2)S(=O)(=O)c2ccc(F)cc21,-1.1
CCc1c(O)nc(SC2CC(=O)N(c3ccc(F)c(Cl)c3)C2=O)[nH]c1=O (stereo unspecified),-1.6
O=C(NCCNc1ccc([N+](=O)[O-])cc1)c1cc(F)c(F)cc1Cl,1.3
CCOC(=O)Cc1csc(NC(=O)C(C)Oc2ccc3c(C)cc(=O)oc3c2)n1 (stereo unspecified),-1.6
Cc1ccc(C)c(N2CCN(C(=O)CCc3nc(-c4ccc(F)cc4)no3)CC2)c1,0.2
COc1ccc(CNCCNC(=O)c2cccs2)c(OC)c1OC,1.1
Cc1c(-c2nc(-c3cccnc3)no2)cccc1[N+](=O)[O-],-0.6
CCCCC1CN2CCc3c([nH]c4ccccc34)C2(C)C1 (stereo unspecified),-1.0
O=S(=O)(NCc1ccc(F)cc1)c1ccccc1Br,1.6

The results go on:
Compound,TTR transcr act
COc1ccc(OCC(=O)NNC(=O)c2cccc(C)c2)cc1,2.9
O=C(Nc1nccs1)[C@@H]1CCCN1C(=O)c1cccs1,-0.8
O=[N+]([O-])c1ccc2c(c1)C(N1CCOCC1)/C(=C/COc1ccc(F)cc1)O2 (stereo unspecified),-1.2
O=C1c2ccccc2-c2nc3ccccc3nc21,0.8
COC(=O)CSc1nnc(COc2ccc3ccccc3c2)o1,0.7
O=C(NCc1ccc(CNC(=O)c2ccco2)cc1)c1ccco1,-1.0
Cc1onc(C(=O)N2CCN(C(c3ccc(F)cc3)c3ccc(F)cc3)CC2)c1[N+](=O)[O-],-3.0
CCC1COCCS(=O)(=O)N1Cc1ccc(Cl)cc1 (stereo unspecified),8.6
COc1ccc(Cl)cc1NC(=S)N1CC(C)OC(C)C1 (stereo unspecified),-0.8
NC(=O)c1c(N)[nH]c(C(=O)c2ccccc2)c1-c1ccccn1,0.0
S=C(CN1CCCC1=S)N1CCOCC1,0.1
Cc1cccc(Cl)c1OCCCN1CCOCC1,1.0

Further records.
Compound,TTR transcr act
CCC(C)[C@H](NC(=O)N1c2ccccc2NC(=O)[C@@H]1C(C)C)C(=O)N[C@@H](Cc1ccccc1)C(=O)O (stereo partly specified),-1.4
O=C(CSc1ccccc1)N1CCN(c2ccc(F)cc2)CC1,0.4
CCc1ccc(/C=C/C(=O)NC2=NCCS2)cc1,-0.8
O=C(Nc1ccc2c(c1)OCCO2)c1cc2sccc2n1Cc1ccc(F)cc1,-1.2
CC1=C(C(=O)N(C(C)C)C(C)C)CC(CC(=O)NCCN2CCOCC2)C(=O)N1Cc1ccc(C(C)(C)C)cc1 (stereo unspecified),-0.1
c1ccc(-c2cc(N3CCOCC3)nc3ccccc23)cc1,-0.6
CCOC(=O)c1nnsc1C(OC)Oc1ccccc1 (stereo unspecified),1.5
O=C(Nc1nnc(-c2ccco2)o1)c1cccc(Cl)c1,-1.1
Cc1cc2oc(=O)cc(CN(Cc3ccccc3)Cc3ccccc3)c2cc1Cl,-1.8
Cn1c(=O)[nH]c(=O)c2c1nc(SCCN1CCOCC1)n2Cc1ccccc1,0.2
Cc1cc(C(F)(F)F)nc(SCC(=O)Nc2c(C)n(C)n(-c3ccccc3)c2=O)n1,1.2
CN1CCc2c(sc(N)c2C(N)=O)C1,2.8

Following part.
Compound,TTR transcr act
COCCN(CCOC)S(=O)(=O)c1ccc(C(=O)Nc2nc(-c3ccccc3)c(C(=O)c3ccccc3)s2)cc1,1.1
Cc1oc(-c2cccc(Cl)c2)nc1CN(C)C1CCOC1 (stereo unspecified),0.9
COc1ccc(C(=O)Nc2cccc(C(C)=O)c2)cc1OC,-1.1
Cc1ccc2nc(NCCCO)[nH]c2c1,-1.6
CN1C2=N[C@@H](c3ccc4c(c3)OCO4)CC(=O)N2/C(=C\c2ccccc2)[C@@H]1c1ccccc1,0.5
O=C(O)c1ccccc1C(=O)NNC(=O)C(c1ccccc1)c1ccccc1,0.4
O=C(N/N=C/c1cc(Cl)cc([N+](=O)[O-])c1O)C1CC1,3.8
COc1cc(NC(=O)c2cccc3c2C(=O)N(C2CCCCC2)C3)cc(OC)c1OC,1.4
CC(=O)N1CCCN(Cc2cn(-c3ccc(C)cc3)nc2-c2ccc(F)cc2)CC1,-1.0
CCc1nnc(NC(=O)C2(C)COC(c3ccc(OC)cc3)OC2)s1 (stereo unspecified),1.2
Cc1ccnc(NC(=O)Nc2ccc3c(c2)N(C)C(=O)CS3)c1,-1.0
O=c1[nH]c2ccc(S(=O)(=O)NCCO)cc2[nH]1,-1.5

Next compounds.
Compound,TTR transcr act
O=C1CCCCC1c1cccc2ccccc12 (stereo unspecified),4.7
COC(=O)c1ccc(S(=O)(=O)N(C2CCCCC2)C2CCCCC2)n1C,-0.9
COC(=O)c1ccc2nc(Nc3nc4c(F)cc(F)cc4s3)sc2c1,1.6
O=C(Cn1ccc(NC(=O)OCc2ccccc2)nc1=O)NCCCN1CCCC1=O,2.2
Cc1cccc(NC(=O)CCN2CCN(C)CC2)c1,-1.8
CCC(CC)C(=O)Nc1cccc(C(=O)NCCc2ccccc2)c1,4.0
O=C1C2=C(c3ccccc31)[N+](=O)[C@@H]1CCCC[C@@H]1N2[O-],0.7
COc1ccccc1N(CC(=O)NCCc1ccccc1)C(=O)CCC(=O)Nc1nccs1,-1.4
COc1ccc(CCN2C(=O)CC(Nc3ccc(N4CCOCC4)cc3)C2=O)cc1OC (stereo unspecified),-3.2
Cc1ccc(NC(=O)CCc2ccc(C)o2)c(Br)c1,-0.2
O=C(COc1ccc(Cl)cc1)NC1=NN(c2ccccc2)C(=O)C1,1.9
COc1cc(C2OC(=O)c3ccccc3S2)cc(OC)c1OC (stereo unspecified),4.6

(further entries)
Compound,TTR transcr act
N#Cc1ncc(-c2ccc3c(c2)OCCOCCOCCOCCOCCO3)nc1C#N,1.7
COc1ccc(C2CC(=O)Oc3c(C(CCN4CCCCC4)c4ccc(N(C)C)cc4)c(OC)cc(OC)c32)cc1 (stereo unspecified),1.1
COc1cc(NC(=O)CC[C@H]2O[C@@H](n3cnc4c(NC(=O)c5ccccc5)ncnc43)[C@H](O)[C@@H]2O)cc(OC)c1OC,-0.1
Cc1cc(C)cc(N(CC(=O)NCc2ccco2)C(=O)CCC(=O)Nc2ccccn2)c1,2.0
CCc1ccc(N(C(=O)c2csnn2)C(C(=O)NC2CCCCC2)c2cccnc2)cc1 (stereo unspecified),0.0
Cc1sc2nc(-c3ccco3)oc(=O)c2c1C,-0.9
CCOC(=O)c1cc(C#N)c(SC)nc1C,-1.9
Cc1cccc2sc(NC(=O)C3=NN(c4ccccc4)C(=O)CC3)nc12,0.8
C[C@H]1CN[C@@H](CCO)/C1=C\c1ccccc1,-1.7
CCN1C(=O)C(CC(=O)Nc2ccc(F)cc2)N(CCc2ccc(OC)cc2)C1=S (stereo unspecified),6.6
CCOC(=O)c1ccc(Nc2ccc(C(C)=O)cc2)cc1,-4.3
CC1CCCN(C(=O)CCS(=O)(=O)Cc2ccccc2)C1 (stereo unspecified),-0.4

The last 4 entries of the section above open the next one:
Compound,TTR transcr act
C[C@H]1CN[C@@H](CCO)/C1=C\c1ccccc1,-1.7
CCN1C(=O)C(CC(=O)Nc2ccc(F)cc2)N(CCc2ccc(OC)cc2)C1=S (stereo unspecified),6.6
CCOC(=O)c1ccc(Nc2ccc(C(C)=O)cc2)cc1,-4.3
CC1CCCN(C(=O)CCS(=O)(=O)Cc2ccccc2)C1 (stereo unspecified),-0.4
COc1cc(C2c3cc4c(cc3OC(N3CCCCC3)C2C)OCO4)cc(OC)c1O (stereo unspecified),1.4
O=C1N=C(N2C=CC(=C3C=CNC=C3)C=C2)/C(=C/N=NC(=O)c2ccccc2)S1,-0.1
Cc1nc(SCc2ccc(F)cc2)c2oc3ccccc3c2n1,1.4
CC(=O)Nc1ccc(C(C#N)=Cc2ccc(N(C)CCC#N)cc2)cc1,1.2
CCCCn1c(/C=C/c2ccco2)nc2ccccc21,1.9
CC(=O)O/N=C(\N)c1cnn2c(C(F)(F)F)cc(C(F)(F)F)nc12,-1.1
CCCOc1ccc(NC2=CC(=O)CC(C)(C)C2)cc1,-0.4
CCCOc1ccc(C(=O)Nc2ccc(Cl)cn2)cc1,-3.9
CC(=O)c1c(C)[nH]c(C(=O)OCC(=O)Nc2cccnc2Cl)c1C,-1.4
COc1ccc(Cc2nnc(SCC(=O)c3cccc([N+](=O)[O-])c3)n2C)cc1,1.6
Cn1c2ccccc2c2cc(C(=O)N3CCN(CCO)CC3)sc21,-0.3
Cc1ccc(N(C(=O)Cc2cccs2)C(C(=O)NC2CCCC2)c2ccncc2)cc1 (stereo unspecified),-1.6

Next part.
Compound,TTR transcr act
Cc1ccc(NCC(=O)N/N=C/c2cc(O)ccc2[N+](=O)[O-])cc1,-1.8
CC(c1ccc(F)cc1)n1c(-c2ccc3ccccc3n2)n[nH]c1=S (stereo unspecified),0.0
CCN1C(=O)[C@@H]2[C@@H](c3ccc(-c4ccc(OC)cc4)c(OC)c3)N3CCCC[C@@]3(C(=O)OC)[C@@H]2C1=O,-1.6
Cc1ccc(NC(=O)c2ccc(OC(F)F)cc2)cc1S(=O)(=O)N(C)C,-6.0
O=C(Nc1ccccc1)c1sc(N2CCOCC2)nc1-c1ccccc1,0.5
COc1ccccc1C(=O)COC(=O)c1cccc(-n2cnnn2)c1,0.6

Grouped by structure: the compounds so far with a cyano group (3)
Compound,TTR transcr act
N#Cc1ncc(-c2ccc3c(c2)OCCOCCOCCOCCOCCO3)nc1C#N,1.7
CCOC(=O)c1cc(C#N)c(SC)nc1C,-1.9
CC(=O)Nc1ccc(C(C#N)=Cc2ccc(N(C)CCC#N)cc2)cc1,1.2

An excerpt; rates above refer to the full screens.
